H9c2 TAG inh = inhibitors of triacylglycerol accumulation | H9c2 cells, Nile Red lipid (TAG) fluorescence; cells loaded with 200 µM oleic acid | hit rate 0.66% among 230,000 | AID 651582 | inhibition, % at 12.5 µM;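 active = pattern-corrected inhibition of lipid staining of at least 50% with the nuclear-stain viability signal not falling by more than 50%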;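 also: 0% = DMSO wells and 100% = triacsin C control wells; some results filed as inactive read as strong as hits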
H9c2 TAG inh DAPI viability = second read-out of H9c2 TAG inh, no call of its own (marks repeat the call); DAPI nuclei signal change (viability), lower = more cytotoxic, %;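 whole-well DAPI fluorescence read on a plate reader as a viability signal; minus 50 percent equals half of cells still viable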
The depositor's hits bear a star. These rows are one share of the data; count on the stated rates, not on these rows.

SMILES	H9c2 TAG inh	H9c2 TAG inh DAPI viability
COCc1cccc(-c2csc(C(C)(O)c3cccc(OC)c3)n2)c1 (stereo not given)	-29	1
Cn1c(CCNC(=O)c2ccc(Cl)cc2)n[nH]c1=S	9	-7
CS(=O)(=O)c1ccc(S(=O)CC(=O)OCc2ccccc2)c([N+](=O)[O-])c1 (stereo not given)	102	-77
Cn1c(=N)n(CC(=O)c2ccc(Br)cc2)c2ccccc21	10	-2
Cc1ccc(C(=O)NCC(=O)OCC(=O)Nc2cc(S(=O)(=O)N3CCOCC3)ccc2Cl)s1	9	-4
CCN(CC)c1ccc(NC(=O)c2ccc(=O)[nH]c2)cc1S(=O)(=O)Nc1ccc(OC)cc1	8	-9
Cc1cc(-n2nc(C)cc2C)nc(NS(=O)(=O)c2ccccc2Cl)n1	-1	8
Cc1ccc(C(=O)NC(=S)NNS(=O)(=O)c2ccccc2)cc1	-5	-6
O=C(COC(=O)C(O)c1ccccc1)c1ccc2c(c1)OCCO2 (stereo not given)	2	8
Cc1csc(Nc2ccc(C(=O)O)cc2)n1	4	-6
CC(=O)N1C(=O)C2(C(C#N)=C(N)Oc3c2c(C)nn3-c2ccccc2)c2ccccc21 (stereo not given)	-3	-5
Cc1cccc(C(C)C)c1NC(=O)C(C)OC(=O)Cn1cnc2c1c(=O)n(C)c(=O)n2C (stereo not given)	12	-8
COc1ccccc1NC(=O)NCCCCc1ccccc1	-17	3
COc1ccccc1-c1c(C)nn2c(C)c(C(C)=O)cnc12	5	1
O=C(Nc1ccccc1N1CCCC1)c1ccco1	-16	9
O=C(NC1CC(=O)N(c2ccccc2)C1)C1CC1 (stereo not given)	-14	-2
O=C(CSCC(=O)Nc1nc(-c2ccc3c(c2)OCO3)cs1)Nc1nccs1	1	4
CCNCC(=O)N1c2ccccc2CCc2ccc(NC(=O)OC(C)C)cc21	10	0
CCOC(=O)C1(C)CCN1C(=O)c1cccnc1Oc1ccccc1 (stereo not given)	0	4
CCCCc1ccc(NC(=O)CC(C)=O)cc1	-5	0
Cc1cccc(NC(=O)c2cnn(-c3ccccc3)c2C)c1C	1	1
COc1cccc(-n2c(Cn3nc(C(F)F)cc3C(F)F)n[nH]c2=S)c1	3	8
Cc1cc(/C=N/NC(=O)c2ccc(O)cc2)c(C)n1C1CC1	0	-14
COc1cc(CN2CCC(CCC(=O)NC3CC3)CC2)cc(Cl)c1OC	-2	-3
CCC[C@H]1CC(=O)C=C(c2ccc(OC)cc2)ON1C(=O)OC(C)(C)C	0	-1

Continued; it opens with the five that closed the last part.
SMILES	H9c2 TAG inh	H9c2 TAG inh DAPI viability
Cc1cccc(NC(=O)c2cnn(-c3ccccc3)c2C)c1C	1	1
COc1cccc(-n2c(Cn3nc(C(F)F)cc3C(F)F)n[nH]c2=S)c1	3	8
Cc1cc(/C=N/NC(=O)c2ccc(O)cc2)c(C)n1C1CC1	0	-14
COc1cc(CN2CCC(CCC(=O)NC3CC3)CC2)cc(Cl)c1OC	-2	-3
CCC[C@H]1CC(=O)C=C(c2ccc(OC)cc2)ON1C(=O)OC(C)(C)C	0	-1
Nc1ccc(Oc2ccccc2-c2ccccc2)cc1	-6	-1
CN1C(=O)SC(Nc2ccc(F)cc2)C1=O (stereo not given)	-10	-4
Cc1csc(=O)n1CC(=O)OCC(=O)Nc1ccc(F)c(F)c1F	13	-9
O=C(c1ccco1)n1nc(-c2ccccc2)nc1NCc1ccco1	-7	13
Nc1nc(SCC(=O)c2c(N)n(Cc3ccccc3)c(=O)[nH]c2=O)n[nH]1	5	-7
COc1cccc2cc(C(=O)C3=C(O)C(=O)N(CCN(C)C)C3c3ccc(Cl)cc3)oc12 (stereo not given)	6	-4
CNS(=O)(=O)c1ccc2c(c1)[nH]c(=S)n2C	2	-1
Cc1cc(C)c(C(=O)/C=C/c2cccs2)c(=O)[nH]1	-13	-3
O=C(c1ccco1)N1CCN(Cc2cn[nH]c2-c2cccc3ccccc23)CC1	-1	0
CC(C)CCN1CCN(Cc2nc(-c3ccc(F)cc3)cs2)CC1CCO (stereo not given)	7	-4
O=C(C=Cc1ccccc1Cl)c1ccccc1	-1	5
Cc1ccc(C(=O)N2CCN(Cc3ccc4c(c3)OCO4)CC2)c(Cl)c1	7	-2
O=C(Cc1cccc2ccccc12)NCC(=O)N1CCN(Cc2cccc(C(F)(F)F)c2)CC1	-19	5
O=C(c1ccc(Cl)cc1Cl)N1CCOCC1	8	-2
Cc1ccc(NC(=O)c2ccc(COc3ccccc3[N+](=O)[O-])o2)nc1	-4	5
O=C1c2ccccc2C(=O)c2c1cccc2N1CCN(C/C=C/c2ccccc2)CC1	59*	3.5*
O=C(CSc1nnc(C2CCCCC2)o1)N1CCCCC1	11	-5
CCn1ccnc1CN1CCCC(C(=O)c2ccc3cc(OC)ccc3c2)C1 (stereo not given)	-14	150
COc1cc(CNc2nc3ccccc3[nH]2)cc(OC)c1OC	-1	5
CCCC(=O)N1CCN(c2ccc(NC(=O)c3cc4ccccc4o3)cc2Cl)CC1	14	11
CC(=O)Nc1cccc(-c2csc(C(O)c3cccc(Cl)c3)n2)c1 (stereo not given)	-9	10
Cc1ccc(C)c(S(=O)(=O)N2CCCC2CNC(=O)C(=O)NCCc2ccco2)c1 (stereo not given)	-1	-2
N#Cc1c(NC(=O)C2CC(Cl)=CCC2C(=O)O)sc2c1CCCC2 (stereo not given)	-1	1
COc1ccc(CC(=O)Oc2ccccc2[N+](=O)[O-])cc1	-2	5
N#Cc1c(Cl)cccc1N1CCC(C(N)=O)CC1	0	-1

Next structures.
SMILES	H9c2 TAG inh	H9c2 TAG inh DAPI viability
O=C(Cc1ccc([N+](=O)[O-])cc1)N/N=C/c1ccco1	4	-1
COc1cccc(NC(=O)Cn2c(CCC(=O)O)ccc2-c2ccccc2)c1	-16	10
O=C(COC(=O)COc1ccccc1)NC1CCCC1	-13	4
N#Cc1c(C(F)(F)F)cc(-c2cccs2)nc1SCC(=O)O	3	-1
COCCN(CC(=O)NCc1ccccc1)C(=O)CCC(=O)Nc1nccs1	-14	1
CC(C)(C)OC(=O)[C@H](Cc1ccccc1)NC(=O)c1nc[nH]c1C(=O)NCc1ccccc1	-13	1
CCc1nc2ccc(C(=O)NCC3CCCCC3)cn2c1N(C)Cc1nccs1	11	-3
O=C(c1ccc(CS(=O)Cc2ccccc2Cl)o1)N1CCN(c2ccccc2)CC1 (stereo not given)	6	-3
CCOC(=O)Nc1ccc(C)cc1C	-2	4
COc1nc(N)nc(N2CCOCC2)n1	-15	2
CC(=O)c1ccc(N2CCN(C(=O)/C=C/c3cccs3)CC2)cc1	-1	-6
CCN(CC)CCn1c(=S)[nH]c2cc(C(=O)NCc3ccccc3)ccc2c1=O	3	2
COc1cccc(-c2cnc(C(O)c3cccc(C)c3C)[nH]2)c1 (stereo not given)	-9	1
C[C@H]1CN(C2CCCCC2)C(=O)[C@@H]1CC(=O)Nc1ccc(Br)cc1	-1	2
COC(C(=O)N/N=C(\C)c1ccc(C(C)(C)C)cc1)c1ccccc1 (stereo not given)	-3	0
O=C(CSc1cc(Cl)ccc1Cl)NCCN1C(=O)CSC1=O	-1	2
CC(C)(C)c1nc(SCC(=O)NCc2cccs2)c2ccccc2n1	5	2
CCOC(=O)c1sc2nc(CSc3ccccc3)[nH]c(=O)c2c1C	-14	17
Cc1sc2nc(SCC(=O)N3CC(C)OC(C)C3)n(C)c(=O)c2c1C (stereo not given)	0	0
CCOc1ccc(-c2cc(C(=O)N/N=C/c3cccnc3)c3ccccc3n2)cc1	14	-17
CCn1cc(C(=O)N2CCN(c3cccc(Cl)c3)CC2)c2cc(OC)c(OC)cc2c1=O	23	4
Cc1cc(C)c(S(=O)(=O)N(CC(=O)NCc2cccnc2)C2CCCCC2)c(C)c1	38	-14
CC1(C)Cc2ccccc2-c2nc(NCCCO)n(-c3ccccc3)c(=O)c21	-11	14
OC1(C#CCN2CCCC2)c2ccccc2-c2ccccc21	-1	-1
CCn1cc(CN2CCCC(CO)(Cc3cccc(Cl)c3)C2)cn1 (stereo not given)	-13	0

Quoted from the listing:
CC1(C)Cc2ccccc2-c2nc(NCCCO)n(-c3ccccc3)c(=O)c21 @ H9c2 TAG inh: -11
CCn1cc(CN2CCCC(CO)(Cc3cccc(Cl)c3)C2)cn1 (stereo not given) @ H9c2 TAG inh DAPI viability: 0
O=C(COC(=O)COc1ccccc1)NC1CCCC1 @ H9c2 TAG inh DAPI viability: 4
COC(C(=O)N/N=C(\C)c1ccc(C(C)(C)C)cc1)c1ccccc1 (stereo not given) @ H9c2 TAG inh DAPI viability: 0

Going on with the list:
SMILES	H9c2 TAG inh	H9c2 TAG inh DAPI viability
COc1ccc(C2/C=C\CN(C(=O)C3CCCC3)CC(=O)N2Cc2ccc(F)cc2)cc1 (stereo not given)	0	-4
COc1ccc(/C=C/C(=O)Nc2ccc(S(=O)(=O)N3CCOCC3)cc2)c(OC)c1	16	4
Cc1cc(NS(=O)(=O)c2ccc(NC(=O)C(C)Oc3ccccc3Cl)cc2)no1 (stereo not given)	-1	5
CN(CC(=O)Nc1ccc2c(c1)OCCO2)Cc1nc2ccccc2c(=O)[nH]1	1	-6
COc1ccccc1N1CCN(Cc2nc(N)nc(Nc3ccccc3)n2)CC1	27	-4
CN(CC(=O)Nc1ccc(Cl)c(Cl)c1)Cc1nnc(-c2ccc(F)cc2)o1	-7	-1
CCCC1(CCC)NC(=O)N(CC(=O)N2CCc3ccccc32)C1=O	-12	6
Cc1[nH]n(-c2cccc(Cl)c2)c(=O)c1-c1ccccc1	16	-12
COc1ccc(-c2c[n+](CC(=O)OC3CC(C)CCC3C(C)C)c3n2CCC3)cc1 (stereo not given)	7	13
COc1ccc(C2=C(c3ccc(OC)c(OC)c3)CN3CCCCC3C2)cc1 (stereo not given)	-3	3
CCN1C(=O)/C(=C/N2CCc3ccccc3C2)SC1=S	-21	-2
CC(CN1CCCCC1)OC(=O)c1ccc(Cl)cc1Cl (stereo not given)	9	0
COc1ccc(C(=O)c2c3ccc(OC)cc3[n+]([O-])n2Cc2ccc(C(N)=O)cc2)cc1	24	-26
Cc1cc(NC(=O)CSc2nnc(Nc3ccccc3)s2)no1	1	-7
O=C(CNC(=O)C1CCCCC1)OCC(=O)c1ccc(F)cc1	4	-8
O=C(c1ccccc1NS(=O)(=O)c1cccc2cccnc12)N1CCOCC1	-1	-3
CCCCc1ccc(/C(C)=N/Nc2cc(N3CCOCC3)nc(C)n2)cc1	-1	2
COc1cc(C(=O)N/N=c2/sc3ccccc3n2C)cc(OC)c1OC	-3	-8
O=C(Nc1nnc(COc2ccccc2)s1)Nc1ccccc1F	-1	7
O=c1[nH][nH]c(-c2ccccc2)c1-c1ccccc1	12	-4
COc1cccc(C(=O)N2CCCc3ccccc32)c1OC	-7	-1
Cc1ccc(-n2nc(C(=O)O)nc2-c2ccccc2)cc1	1	5
CC(=O)NC(c1cccc(F)c1)c1nc(-c2ccc3ccccc3c2)cs1 (stereo not given)	-4	-2
COc1cc2cnc(-c3ccccc3)c(-c3ccc(C(F)(F)F)cc3)c2cc1OC	-3	0
C=CCc1c(C)[nH]c2c(OC)cccc2c1=S	-9	17

Whole records as entered above. Order of screens: H9c2 TAG inh	H9c2 TAG inh DAPI viability
Entry for `CC(=O)N1C(=O)C2(C(C#N)=C(N)Oc3c2c(C)nn3-c2ccccc2)c2ccccc21` (stereo not given) : -3	-5
Entry for `COC(C(=O)N/N=C(\C)c1ccc(C(C)(C)C)cc1)c1ccccc1` (stereo not given) : -3	0
Entry for `CCN1C(=O)/C(=C/N2CCc3ccccc3C2)SC1=S` : -21	-2
Entry for `CCCCc1ccc(NC(=O)CC(C)=O)cc1` : -5	0

The listing continues.
SMILES	H9c2 TAG inh	H9c2 TAG inh DAPI viability
C[C@@]12C(=O)N(c3ccc(Cl)cc3)C(=O)N1[C@@H]1c3ccccc3OC[C@@H]1[C@H]2c1ccccc1	-10	14
CCCCN(C)c1c(C)nc2ccc(C(=O)NCc3cccs3)cn12	-20	1
CCOC(=O)N1CCC(N2Cc3cccc(C(=O)NC(C)c4ccc5c(c4)OCCO5)c3C2=O)CC1 (stereo not given)	-1	-5
COc1cccc(C(=O)c2ccccc2NC(C)=O)c1	-13	6
COc1ccc(NC(=O)CCC(=O)N2CCC(c3ccccc3)=N2)cc1S(=O)(=O)N1CCCCC1	18	-6
O=C(/C=C/c1ccco1)NC(=S)Nc1ccccc1	-6	4
Cc1cc(C)c(C#N)c(SCc2ccc([N+](=O)[O-])cc2)n1	-5	121
Cc1ccc2c(c1)nnn2C1CCN(CC(=O)Nc2ccc3c(c2)OCCO3)CC1	7	-7
CCOC(=O)CNC(=S)n1cnc(N)n1	1	10
COc1ccc(OC[C@@H](O)CNC(=O)c2cccc3c2C(=O)c2ccc(Cl)cc2S3(=O)=O)cc1	-13	-8
Cc1cccc(C)c1NC(=O)c1ccc(-n2cnnn2)cc1	45	3
Cc1cc(Br)ccc1NC(=O)CNC(=O)COc1ccccc1C	-22	13
COc1c(C=O)cc2c3c1CCCN3CCC2	-1	5
COc1ccccc1NC(=O)C(=O)NCCC1CCCCN1S(=O)(=O)c1cccs1 (stereo not given)	32	-10
Cc1ccc(F)cc1N=Cc1c(O)c2ccccc2oc1=O	20	-5
Cc1ccccc1NC(=O)Cn1c(=O)sc2ccccc21	-3	2
On1c(-c2ccccc2)nc2ccccc21	4	-2
CCOC(=O)C1=CC[C@H]2c3c(c4ccccc4n3C)C[C@H]1N2C	21	11
